Bioassay records from PubChem BioAssay.
GalR3 antag = human GalR3 antagonism. AID 651719. actives 0.44% (n = 360,000). HEK293 GalR3-CNG cAMP membrane potential fluorescence; galR3 body fused to GalR1 C-terminus. inhibition, % at 3 µM. O60755;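 active means inhibition above the screen-wide average plus 3 SD, cut at about 13% in these data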;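 further: forskolin and galanin both at EC90 stimulate the cells; cAMP rise reported by CNG channel membrane potential dye signal; 0% = forskolin plus galanin with DMSO and 100% = forskolin alone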
Target sequence (O60755 1-299 limits assumed): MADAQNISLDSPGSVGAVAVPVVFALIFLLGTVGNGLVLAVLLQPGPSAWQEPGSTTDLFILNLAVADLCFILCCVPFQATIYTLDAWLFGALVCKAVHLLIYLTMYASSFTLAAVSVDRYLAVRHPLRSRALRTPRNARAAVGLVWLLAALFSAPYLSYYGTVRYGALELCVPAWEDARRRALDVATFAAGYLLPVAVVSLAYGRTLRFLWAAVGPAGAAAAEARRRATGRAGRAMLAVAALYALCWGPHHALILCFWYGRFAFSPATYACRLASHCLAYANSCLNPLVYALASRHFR
CRFBP-R2 agonist = CRF-BP/CRF-R2 complex agonism; activation, % at 13.2 µM; actives 0.46% (n = 350,000); HEK293 CRF-R2/CRF-BP, calcium dye fluorescence (FLIPR); percent of saturating CRF peptide response; AID 588473;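 active means activation of at least 50%, plus an integration ratio under a set limit after plate pattern correction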;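 further: plate controls were neutral control wells without compound for no effect and CRF at EC100 for full effect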
CRFR2-BP antag = antagonists of CRF-binding protein/CRF-R2 receptor complex. HEK293 CRF-R2/CRF-BP, CRF-induced calcium fluorescence. inhibition, % at 11.8 µM. actives 0.59% (n = 350,000). AID 588475;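 active means inhibition of the ligand-induced calcium signal above about 50% at the single tested concentration, limit read from the data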
Active calls of the source: *. A portion of the library; the hit share may differ from the screen's.

SMILES	GalR3 antag	CRFBP-R2 agonist	CRFR2-BP antag
COc1ccc(C(=O)N[C@H](C(=O)NC2CCCCC2)C(C)C)cc1	-4.6	-0.8	6.7
Cc1csc2nc(O)c(C(=O)NCCN3CCOCC3)c(=O)n12	-2.5	0.3	-4.8
COc1ccc(CNC(=O)C[C@H]2C[C@H](C(=O)N3CCOCC3)[C@@]3(C)c4[nH]c5ccc(Cl)cc5c4CCN3C2=O)cc1OC	-8.0	-2.7	-4.0
CC1=C(C(=O)N2CCOCC2)CC(CC(=O)NC2CCCCC2)C(=O)N1Cc1ccccc1 (centres undefined)	0.6	-0.6	22.0
CCOc1ccc(CN(C)C(=O)CN2C(=O)NC3(CCCc4ccccc43)C2=O)cc1 (centres undefined)	-8.1	-0.9	9.5
COc1ccc(Cl)cc1NC(=O)CN(C)C(=O)Cc1n[nH]c(=O)c2ccccc12	-2.8	0.2	2.1
O=C1C=C(c2ccc(Cl)c(C(F)(F)F)c2)C[C@@H](c2ccc3c(c2)OCO3)C1	-6.6	4.8	-13.3
COC(=O)C1=C(O)/C(=C/c2ccc(OCC(=O)Nc3ccc(OC)cc3)cc2)N=C1C	-4.7	1.6	6.7
O=C(N1CCN(S(=O)(=O)c2ccc(Cl)cc2)CC1)n1ccnc1	-6.1	1.1	7.7
O=[N+]([O-])c1ccc(CN2CC(N3CCCC3)CS2(=O)=O)cc1 (centres undefined)	-4.2	2.2	0.9
COc1cc2cnc(-c3ccccc3)cc2cc1OC	-3.9	-5.0	2.1
COCC(C)NC(=O)C1CCN(S(=O)(=O)c2ccc3ccccc3c2)CC1 (centres undefined)	-1.2	-2.5	7.6
CCc1ccc(OCCNc2cc(N3CCNC(C)C3)ccc2[N+](=O)[O-])cc1 (centres undefined)	-4.4	5.7	-8.6
Cc1cc(C(F)(F)F)nc(NNc2nc(C)cc(C(F)(F)F)n2)n1	-5.1	0.1	21.0
CN(C)S(=O)(=O)c1ccc(N2CCCC2)c(C(=O)NCC2COc3ccccc3O2)c1 (centres undefined)	-1.5	-0.4	0.7
CCOC(=O)N1CCN(C(=O)CCN2C(=O)/C(=C\c3ccc(OC)c(OC)c3)SC2=S)CC1	-1.1	7.2	3.9
NC1(CO)COC(c2ccccc2)OC1 (centres undefined)	-4.9	-0.1	-21.8
Cc1cccc(OCC(=O)N(C)CC(=O)Nc2cccc(F)c2)c1C	-6.6	-0.3	-0.8
Cc1ccc(S(=O)(=O)CCC(=O)OCC(=O)NCCc2ccccc2)cc1	1.9	-0.9	-5.4
O=C(CO)C(O)C(O)C(O)CO (centres undefined)	4.3	-0.7	10.2
CC(NC(=O)COC(=O)CNC(=O)c1ccccc1Cl)C1CC2CCC1C2 (centres undefined)	-2.3	-0.2	7.3
O=C(NC(=S)N1CCCCC1CO)c1cccs1 (centres undefined)	1.2	0.7	-2.4
O=C(COC(=O)COc1ccc(Br)cc1)NC1CCCC1	-5.1	-3.3	23.2
O=C(OCCCOC(=O)c1ccc(Br)o1)c1ccc(Br)o1	-3.2	0.5	14.1
O=C1OCCC1=COCCCCOC=C1CCOC1=O	-4.0	-1.2	0.9

Later entries:
SMILES	GalR3 antag	CRFBP-R2 agonist	CRFR2-BP antag
Cc1cc(S(=O)(=O)NCC(c2ccc(F)cc2)N2CCN(C)CC2)ccc1F (centres undefined)	-6.0	0.2	-1.2
Cc1ccc(NC(=O)C(C)OC(=O)CCC2CCCCC2)cc1 (centres undefined)	-4.7	1.1	3.5
CCCCn1c(N)c(N(CCOC)C(=O)COc2c(C)cccc2C)c(=O)[nH]c1=O	-0.4	0.3	0.4
COC(=O)[C@@]12CCCCN1[C@H](c1ccc(-c3ccc(F)cc3)c(OC)c1)[C@@H]1C(=O)N(C)C(=O)[C@@H]12	-4.7	1.2	-19.7
CC12CCC(=O)N1C(C(=O)NCc1ccc(Cl)cc1Cl)CS2 (centres undefined)	-1.5	0.2	3.3
C[C@@H]1CN([C@@H](C)CO)C(=O)CCCn2nncc2CO[C@H]1CN(C)Cc1ccc2cccnc2c1	-3.4	2.5	0.1
O=C(Nc1nnc(SCc2ccc(F)cc2)s1)C1=COCCO1	-5.6	1.2	-8.1
COc1cc(NC(=O)CSc2nc(=O)n(CCCN3CCOCC3)c3c2CCC3)cc(OC)c1	0.5	-1.9	-2.2
CCc1ccc(NC(=O)COC(=O)CC2CCCC2)cc1	-5.9	-1.6	-9.6
COc1ccc(S(=O)(=O)N=N/C=C2\C=CC=CN2O)cc1OC	-0.6	3.5	-16.6
O=C(NC1CCCC1)C(c1ccccn1)N(C(=O)c1csnn1)c1ccccc1Br (centres undefined)	-4.7	3.5	16.0
O=C(COC(=O)C1CCN(c2ccc(C(F)(F)F)cn2)CC1)Nc1ccc(F)cc1[N+](=O)[O-]	-2.5	-0.5	-5.0
CC(=O)c1ccc(OCC(=O)Nc2cccc(C(=O)Nc3c(C)n(C)n(-c4ccccc4)c3=O)c2)cc1	-3.3	0.7	-5.5
C[C@H](CO)N1C[C@H](C)[C@@H](CN(C)S(=O)(=O)c2ccccc2)Oc2ccc(NS(=O)(=O)c3cccs3)cc2C1=O	-0.8	0.1	1.8
CCOC(=O)C1=C(C)NC(C)=C(C(=O)OCC)C1C(=O)OCC(=O)NC1(C#N)CCCCC1	4.8	3.1	-13.5
CCCNC(=O)C(Cc1ccccc1)NC(=O)Cc1ccccc1 (centres undefined)	-2.6	-0.8	3.4
COc1ccc(-c2nnc(COc3ccc(Br)cc3C)o2)cc1	-2.3	7.8	-7.6
CCCCN1C(=O)C(CC(=O)NCCCN(C)C)CC(C(=O)N(CC)CC)=C1C (centres undefined)	-1.9	-0.5	1.3
CC(=O)NC12CC3CC(C1)CC(C(=O)Nc1cccc(S(=O)(=O)N4CCCCCC4)c1)(C3)C2	-2.4	0.4	-5.3
O=C(COc1ccccc1)c1ccccc1	-4.7	3.9	-2.3
CC(NC(=O)c1ccco1)C(=O)N1CCN(c2cccc(Cl)c2)CC1 (centres undefined)	-3.0	-3.2	12.8
COc1ccc(C2=CCCCCC2)c(OC)c1OC	-5.6	-3.3	5.2
Cc1ccnc(NC(=O)c2ccc(S(=O)(=O)N3CCCCCC3)cc2)c1	-4.2	-1.1	8.4
O=C(OCC(=O)N1CCN(c2ccccc2)CC1)c1ccccc1OC(F)F	-4.2	-0.9	5.8
CC1(C)COC(c2cc3c(cc2Br)OCO3)OC1	-1.6	-0.5	-6.5

Next section.
SMILES	GalR3 antag	CRFBP-R2 agonist	CRFR2-BP antag
CC(C)C[C@@H](CNCC(=O)[C@H](C)NC(=O)c1[nH]cnc1C(=O)N[C@@H](C)CN)NC(=O)c1nc[nH]c1C(=O)N[C@@H](Cc1ccccc1)C(=O)O	-6.8	-1.1	1.8
COc1ccc(NC(=O)CN(C)C(=O)c2cc(C)on2)cc1	-2.6	-1.2	8.6
O=[N+]([O-])c1ccc(S(=O)Cc2ccccc2)c([N+](=O)[O-])c1 (centres undefined)	5.0	17.6	-31.8
CN(CC(=O)Nc1ccc(Cl)c(C(F)(F)F)c1)C(=O)CCNC(=O)c1ccco1	2.0	-2.1	41.1
CCOc1ccccc1N1CCN(C(=O)[C@@H]2CCCN2C2=NS(=O)(=O)c3ccccc32)CC1	-2.8	3.5	2.5
Cc1ccc(NC(=O)CN2C(=O)NC(Cc3ccccc3)C2=O)cc1Cl (centres undefined)	-1.1	-2.6	-15.1
CCN(CC(=O)Nc1ccc(NC(C)=O)cc1)C(=O)c1ccc(N2CCCC2)c([N+](=O)[O-])c1	-0.8	-0.5	-9.0
CN(C(=O)c1cccc(NC(=O)Cc2ccc(NC(=O)C3CCCN(C(=O)C4CCC4)C3)cc2)c1)C1CCC1 (centres undefined)	-5.5	-1.8	26.3
COC(=O)C(CCC(C(=O)OC)N1C(=O)c2ccccc2C1=O)N1C(=O)c2ccccc2C1=O (centres undefined)	-2.4	0.1	0.2
O=S(=O)(/N=S1\CC=CCN1S(=O)(=O)c1ccccc1)c1ccccc1 (centres undefined)	-5.5	38.8	11.8
Cc1ccc(C(=O)CSc2nnc3n2CCCCC3)s1	-2.8	0.8	-0.1
Cc1cc(C)c(NC(=O)CN2C(=O)NC3(CCc4ccccc43)C2=O)c(Cl)c1 (centres undefined)	-6.7	-0.7	-8.2
O=C(NCCN1CCOCC1)c1ccccc1OCc1ccccc1	-7.1	-1.4	3.5
CCC1CCCCN1S(=O)(=O)c1c(C)n(C)c(=O)n(C)c1=O (centres undefined)	-2.5	1.1	0.9
CN(CC(=O)Nc1ccc(F)c(F)c1F)C(=O)CN1C(=O)NC2(CCCC2)C1=O	-1.3	0.1	-5.0
CN1CCN(c2ccc(S(=O)(=O)N3CCCCC3)cc2NC(=O)COc2ccc(F)cc2)CC1	-0.8	-1.8	-7.6
COCCCNC(=O)CC1C[C@H](C(=O)N2CCCCC2)[C@@]2(CCc3ccccc3)c3[nH]c4ccccc4c3CCN2C1=O (some centres undefined)	-3.8	-5.8	0.9
CCCc1cc(=O)[nH]c(SCC(=O)Nc2sc(C(N)=O)c(C)c2C(=O)OCCOC)n1	-3.2	-1.2	13.2
COc1ccc(C2CC(=O)Oc3cc(C)c(Cl)cc32)cc1 (centres undefined)	-5.3	-2.1	22.0
N#Cc1ccc(Cl)cc1NC(=O)CSc1cccc[n+]1[O-]	-3.8	2.1	-10.1
CC(C)n1nc(C(=O)Nc2ccc3c(c2)OCO3)c2ccccc2c1=O	0.2	-1.1	7.7
O=C(COC(=O)Cc1ccsc1)Nc1ccc(Cl)cn1	-5.0	-3.6	-5.8
Cc1nc(Cc2nnc(SCC(=O)N(C)c3ccccc3)o2)cs1	0.5	-1.7	12.5
Nc1ccc(C(=O)Nc2ccc3cc(S(=O)(=O)O)ccc3c2)cc1	-3.9	-0.6	4.3
CCC(c1ccccc1)C(CC)c1cc(O)c(O)c(O)c1 (centres undefined)	-4.5	1.7	-27.0

5 entries drawn at random from the list so far:
SMILES	GalR3 antag	CRFBP-R2 agonist	CRFR2-BP antag
COC(=O)C(CCC(C(=O)OC)N1C(=O)c2ccccc2C1=O)N1C(=O)c2ccccc2C1=O (centres undefined)	-2.4	0.1	0.2
O=C(OCC(=O)N1CCN(c2ccccc2)CC1)c1ccccc1OC(F)F	-4.2	-0.9	5.8
CCCNC(=O)C(Cc1ccccc1)NC(=O)Cc1ccccc1 (centres undefined)	-2.6	-0.8	3.4
O=[N+]([O-])c1ccc(S(=O)Cc2ccccc2)c([N+](=O)[O-])c1 (centres undefined)	5.0	17.6	-31.8
COCCCNC(=O)CC1C[C@H](C(=O)N2CCCCC2)[C@@]2(CCc3ccccc3)c3[nH]c4ccccc4c3CCN2C1=O (some centres undefined)	-3.8	-5.8	0.9

7 of these compounds, set out differently.
smiles,GalR3 antag,CRFBP-R2 agonist,CRFR2-BP antag
COc1ccc(NC(=O)CN(C)C(=O)c2cc(C)on2)cc1,-2.6,-1.2,8.6
O=[N+]([O-])c1ccc(S(=O)Cc2ccccc2)c([N+](=O)[O-])c1 (centres undefined),5.0,17.6,-31.8
CN(CC(=O)Nc1ccc(Cl)c(C(F)(F)F)c1)C(=O)CCNC(=O)c1ccco1,2.0,-2.1,41.1
CCOc1ccccc1N1CCN(C(=O)[C@@H]2CCCN2C2=NS(=O)(=O)c3ccccc32)CC1,-2.8,3.5,2.5
Cc1ccc(NC(=O)CN2C(=O)NC(Cc3ccccc3)C2=O)cc1Cl (centres undefined),-1.1,-2.6,-15.1
CCN(CC(=O)Nc1ccc(NC(C)=O)cc1)C(=O)c1ccc(N2CCCC2)c([N+](=O)[O-])c1,-0.8,-0.5,-9.0
CN(C(=O)c1cccc(NC(=O)Cc2ccc(NC(=O)C3CCCN(C(=O)C4CCC4)C3)cc2)c1)C1CCC1 (centres undefined),-5.5,-1.8,26.3

(more compounds)
SMILES	GalR3 antag	CRFBP-R2 agonist	CRFR2-BP antag
N#CCCN(C(=O)COC(=O)CNS(=O)(=O)c1ccc2ccccc2c1)c1ccccc1	-5.4	0.1	-8.1
CSCc1c(C(=O)OCC(=O)c2ccc[nH]2)oc2ccccc12	-5.3	-1.1	5.4
COc1ccc(CCC(=O)N2CCN(S(=O)(=O)c3ccc(OC)c([N+](=O)[O-])c3)CC2)cc1	-6.5	-1.7	-10.2
CC1CCCN(C(=O)COC(=O)c2cc(Br)ccc2O)C1 (centres undefined)	-8.4	-0.1	-4.6
COc1ccc(CCNC(=O)CSc2nc(=O)n3cccc(C)c3n2)cc1OC	-5.0	0.5	-14.7
CC(C)(C)[C@H]1COC(=O)[C@H](NC(=O)OCC2c3ccccc3-c3ccccc32)C/C=C\C[C@@H](CC(=O)N[C@@H](CO)Cc2ccccc2)C(=O)N1	-2.3	-0.5	13.5
Cc1cccc(NC(=O)c2cccc(S(=O)(=O)N3CCc4ccccc4C3)c2)n1	-2.4	4.4	5.1
O=[N+]([O-])c1ccc(S(=O)(=O)Nc2ccc(-c3ccc(N4CCOCC4)nn3)cc2)cc1	-3.8	0.6	8.8
CSCCC(NC(=O)c1ccc(Cl)cc1Cl)C(=O)NCC(c1cccs1)N(C)C (centres undefined)	-1.9	-1.8	-6.2
NC(=O)C1CN(C(=O)c2nn(Cc3ccccc3)c(=O)c3ccccc23)c2ccccc2O1 (centres undefined)	-2.7	-0.1	-9.5
CCn1c(=S)[nH]c2c(=O)n(C)c(=O)n(C)c21	-5.4	3.6	-8.9
Cc1nc(SCc2nc3ccccc3[nH]2)c2oc3cc([N+](=O)[O-])ccc3c2n1	-2.2	0.0	3.3
COc1cccc(NC(=O)CN(C)C(=O)CCNC(=O)c2ccc(Br)cc2)c1	-2.8	1.1	-5.1
CC1CCCC(NC(=O)c2ccc3c(c2)OCCO3)C1C (centres undefined)	-4.0	0.0	8.4
O=C(CCCCC(=O)OCC1COCO1)OCC1COCO1 (centres undefined)	-5.2	-1.0	-2.3
O=P(NCc1ccccc1)(OCc1ccccc1)OCc1ccccc1	-4.1	1.4	0.3
